Bioassay records as filed in PubChem.
LYPLA1 counter – blocks human lysophospholipase 1, a PME1 counter-screen; inhibition, % at 5.9 µM; recombinant LYPLA1, FP-Rh probe fluorescence polarization; O75608; 320,000 tested, 0.16% active;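 active = inhibition above the mean of all tested compounds plus 3 SD, set per campaign, cut at about 14% in these data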;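 also: inhibitors block serine hydrolase probe labeling of LYPLA1 so polarization falls; 0% = enzyme with DMSO and 100% = wells lacking LYPLA1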
PAFAH1B2 FP inh – inhibitors of human PAFAH1B2 | P68402 | recombinant PAFAH1B2, FP-rhodamine activity probe, fluorescence polarization | inhibition, % at 3.39 µM | 340,000 tested, 1.2% active;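 active = inhibition above the mean of all tested compounds plus 3 SD, cut at about 24% in these data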;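 also: 0% = enzyme with DMSO and 100% = wells lacking PAFAH1B2; many of its hits are not listed in these tables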
Target sequence (P68402 whole entry, looked up): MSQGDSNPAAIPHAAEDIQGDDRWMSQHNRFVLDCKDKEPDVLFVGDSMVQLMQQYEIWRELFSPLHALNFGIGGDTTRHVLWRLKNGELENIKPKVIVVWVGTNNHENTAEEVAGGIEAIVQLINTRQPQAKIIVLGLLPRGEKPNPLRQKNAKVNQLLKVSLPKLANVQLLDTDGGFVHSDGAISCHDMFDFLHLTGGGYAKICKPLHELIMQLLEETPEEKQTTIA
PME-1 inh – blocks human protein phosphatase methylesterase 1. Q9Y570. recombinant PME-1, FP-Rh probe fluorescence polarization. inhibition, % at 5.9 µM. 320,000 tested, 0.53% active;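 active = inhibition above the campaign mean of all compounds plus 3 SD, cut at about 26% in these data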;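 also: competitive labeling of PME-1 active site by serine hydrolase directed probe; 0% = PME-1 with DMSO and 100% = wells lacking PME-1 enzyme; inhibitors block probe labeling so polarization falls and inhibition rises; many of its hits are not listed in these tables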
Target sequence (Q9Y570 whole entry, looked up): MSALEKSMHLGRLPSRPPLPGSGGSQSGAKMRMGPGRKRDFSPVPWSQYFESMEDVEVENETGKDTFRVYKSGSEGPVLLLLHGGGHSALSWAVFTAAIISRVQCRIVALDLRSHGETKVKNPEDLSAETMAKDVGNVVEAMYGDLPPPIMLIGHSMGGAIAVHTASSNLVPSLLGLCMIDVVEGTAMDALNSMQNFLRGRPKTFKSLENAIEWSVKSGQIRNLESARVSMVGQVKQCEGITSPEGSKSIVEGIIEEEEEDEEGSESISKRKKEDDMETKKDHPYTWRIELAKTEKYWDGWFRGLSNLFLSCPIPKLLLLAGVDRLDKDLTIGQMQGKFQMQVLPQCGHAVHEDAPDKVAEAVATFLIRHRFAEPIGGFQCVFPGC
PAFAH2 FP inh – inhibitors of human PAFAH2. inhibition, % at 3.39 µM. recombinant PAFAH2, FP-rhodamine activity probe, fluorescence polarization. Q99487. 340,000 tested, 0.99% active;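 active = inhibition above the mean over all tested compounds plus 3 SD, cut at about 30% in these data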;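 also: inhibitors block probe labeling of enzyme so polarization drops; 0% = enzyme with DMSO and 100% = wells lacking PAFAH2 protein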
GSTO1 inh – counter-screen for RBBP9 inhibitors: inhibitors of human GSTO1 | recombinant GSTO1, activity-based probe fluorescence polarization | inhibition, % at 5.96 µM | 300,000 tested, 1.1% active;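 active = inhibition above the campaign mean inhibition plus 3 SD, cut at about 35% in these data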;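 also: 0% = GSTO1-1 with DMSO and 100% = wells lacking GSTO1-1 enzyme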
Target sequence (P78417 whole entry, looked up): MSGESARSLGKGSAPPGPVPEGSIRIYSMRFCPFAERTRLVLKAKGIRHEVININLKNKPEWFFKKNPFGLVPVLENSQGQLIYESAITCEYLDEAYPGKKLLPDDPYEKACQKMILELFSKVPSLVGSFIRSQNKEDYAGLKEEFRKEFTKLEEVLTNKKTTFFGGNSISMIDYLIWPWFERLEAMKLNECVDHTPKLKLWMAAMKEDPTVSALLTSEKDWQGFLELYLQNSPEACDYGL
LYPLA2 inh – counter-screen for PME1 inhibitors: inhibitors of human LYPLA2. 320,000 tested, 0.38% active. recombinant LYPLA2, FP-Rh probe fluorescence polarization. inhibition, % at 5.9 µM. AID 2177;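 active = inhibition above the screen-wide mean plus 3 SD, limit set per campaign, cut at about 26% in these data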;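 also: 0% = LYPLA2 with DMSO and 100% = wells lacking LYPLA2 enzyme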
Target sequence (O95372 whole entry, looked up): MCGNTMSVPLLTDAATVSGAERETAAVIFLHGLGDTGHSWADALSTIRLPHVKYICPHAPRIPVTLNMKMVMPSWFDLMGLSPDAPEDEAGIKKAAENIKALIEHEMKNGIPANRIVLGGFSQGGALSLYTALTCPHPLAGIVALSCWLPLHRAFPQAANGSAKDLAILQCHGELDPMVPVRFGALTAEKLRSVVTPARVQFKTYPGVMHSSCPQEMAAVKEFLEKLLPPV
PAFAH1B3 FP inh – blocks human PAF acetylhydrolase 1B catalytic subunit 3; Q15102; recombinant PAFAH1B3, FP-rhodamine probe, fluorescence polarization; inhibition, % at 3.39 µM; 340,000 tested, 0.28% active; AID 492972;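 active = inhibition above the screen-wide average of all tested compounds plus 3 SD, cut at about 25% in these data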;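 also: 0% = enzyme with DMSO only and 100% = wells lacking PAFAH1B3 protein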
pPAFAH inh – pPAFAH (human) enzyme inhibition; Q13093; 330,000 tested, 1.5% active; AID 463082; recombinant pPAFAH, FP-rhodamine probe fluorescence polarization; inhibition, % at 3.39 µM;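 active = inhibition above the mean inhibition across the screen plus 3 SD, cut at about 25% in these data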;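 also: inhibitors block binding of the rhodamine activity-based probe so polarization drops; 0% = enzyme with DMSO and 100% = wells lacking pPAFAH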
PAD4 inh – blocks human protein arginine deiminase 4 | Q9UM07 | recombinant PAD4, RCA probe fluorescence polarization | inhibition, % at 6.36 µM | 330,000 tested, 0.41% active | AID 485272;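 active = percent inhibition above a cutoff equal to the mean of all tested compounds plus 3 SD, cut at about 15% in these data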;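 also: 0% = PAD4 with RCA probe and DMSO and 100% = probe without PAD4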
An asterisk follows results filed as active; · = not tested or not shown. These rows are one share of the data; count on the stated rates, not on these rows.

Below each SMILES – PAFAH1B3 FP inh	PAFAH1B2 FP inh	GSTO1 inh	PAFAH2 FP inh	PAD4 inh	LYPLA1 counter	PME-1 inh	LYPLA2 inh	pPAFAH inh
> CC(C)c1ccc(NC(=O)C2CCN(S(C)(=O)=O)CC2)cc1
→ -3.2	4.5	5.5	-0.8	3.1	1.5	-1.7	0.1	0.7
> S=c1nc2ccccc2c2nc(-c3ccccc3Br)[nH]n12
→ 16.5	11.0	-32.9	14.7	-7.7	-0.1	-7.2	-9.8	-6.9
> CCOC(=O)C1(Cc2cccc(OC)c2)CCN(CC2CC=CCC2)CC1 (stereo not given)
→ 8.6	9.9	10.1	-2.9	-2.9	-0.6	0.9	-2.5	3.5
> COc1cc2[nH]c(=O)n(CCC(=O)N3CCN(c4cc(Cl)ccc4C)CC3)c(=O)c2cc1OC
→ 3.3	2.2	-1.6	-8.5	-4.5	-2.5	-2.2	-0.8	2.1
> COc1ccc(S(=O)(=O)N2CCC(C(=O)NCCN3CCOCC3)CC2)cc1C
→ 11.3	1.0	8.9	-3.2	2.4	-2.6	-0.6	-5.8	3.9
> Nn1c(N2CCCCC2)nc2ccccc21
→ 4.6	6.2	0.3	-5.9	0.4	0.2	-3.8	3.7	-4.6
> CC1CCCC(C)N1C(=O)COC(=O)Cc1ccc(Cl)cc1 (stereo not given)
→ 12.0	6.0	16.7	2.4	-2.2	-3.7	0.2	-5.5	-3.9
> CN(CC(=O)N1CCN(c2ccccn2)CC1)S(=O)(=O)c1ccc2ccccc2c1
→ 8.8	-3.8	-3.9	-13.2	4.2	-3.8	-3.0	4.2	-0.1
> O=C(NCCC1=CCCCC1)C1CCCN(S(=O)(=O)c2ccc(F)cc2)C1 (stereo not given)
→ 3.5	24.1	8.8	7.1	-3.9	-1.8	-4.5	-4.2	2.2
> COc1cc2c(cc1NC(=O)c1ccc(C)c([N+](=O)[O-])c1)oc1ccccc12
→ 5.8	-0.9	-5.0	1.7	-4.3	-0.9	1.9	2.1	-1.7
> COCCNc1ccc(S(=O)(=O)N2CCCC2)cn1
→ 1.4	4.6	-0.2	9.1	-5.5	2.1	-0.1	5.2	1.8
> CCc1nc(SCC(=O)N2c3ccccc3CC2C)c2c(C)c(C)sc2n1 (stereo not given)
→ -7.2	-3.0	-6.5	3.6	0.3	-6.7	-6.5	-10.7	-13.0
> CC(Nc1ccc(F)cc1)=[N+](C)CCNS(=O)(=O)c1ccc(Cl)cc1
→ -6.6	3.7	1.2	-1.5	2.5	-0.5	-0.9	-4.5	6.8
> Cc1ccc(NC(=O)CSCC(=O)Nc2sccc2C#N)cc1
→ 3.8	5.6	10.2	-3.1	-2.0	-1.1	-0.3	1.2	7.0
> CCCCc1nn2c(N)c(/C=C3\C=Nc4ccccc43)c(=O)nc2s1
→ 9.4	6.3	-0.6	-0.6	2.1	0.2	4.5	3.1	5.8
> Cn1cnnc1SCC(=O)c1ccc2c(c1)OCO2
→ 7.2	-0.9	-2.9	-1.6	-2.1	-0.9	-2.6	-0.1	1.1
> O=C(Nc1cccnc1)c1cccc(F)c1
→ 9.1	0.3	4.0	-12.1	-0.2	1.6	2.8	5.3	0.9
> Cc1ccn2c(NC(=O)c3ccccc3)c(-c3ccccc3)nc2c1
→ 9.3	-3.0	2.3	-6.1	-2.4	4.6	-2.4	8.5	5.7
> Cc1cccc(NC(=O)c2oc3c(c2C)C(=O)CC(C)(C)C3)n1
→ 8.9	1.7	-0.6	-2.8	-2.7	2.4	3.1	5.8	2.4
> COC(=O)C1=C(C)NC(C)=C(C(=O)OC)C1c1cc2cc(C)ccc2[nH]c1=O
→ 7.4	3.8	-0.3	-3.4	-7.3	-3.7	0.7	-3.5	-3.2
> Cn1c(=O)n(C)c2cc(NS(=O)(=O)c3ccc(Br)s3)ccc21
→ 4.5	5.6	-0.2	-0.4	-1.0	2.0	2.4	2.5	2.1
> CC(=O)Nc1ccc(OCC(O)Cn2nc(C)c(Br)c2C)cc1 (stereo not given)
→ 6.3	4.1	6.0	5.2	4.6	3.5	5.2	11.6	1.7
> COc1ccccc1/C=C1\SC(=O)N(CC(=O)N(C)C2CCS(=O)(=O)C2)C1=O (stereo not given)
→ -1.7	0.0	2.3	3.5	1.1	-0.4	-1.9	6.4	5.6
> CCn1c(SCC(=O)NCC2CCCO2)nc2ccccc21 (stereo not given)
→ 4.3	0.2	·	1.3	0.9	-3.0	-0.7	-1.5	2.4
> N/C(Cc1ccc([N+](=O)[O-])cc1)=N\OC(=O)CC1CCCCC1
→ 11.2	4.8	-2.9	28.7	-3.9	2.5	-3.0	4.7	1.8
> CCOc1ccc(C(=O)N2CCCC(c3nc(-c4cccs4)no3)C2)cc1 (stereo not given)
→ 2.7	0.1	-2.0	-8.0	0.3	5.2	1.5	6.4	-0.1
> CN(C)S(=O)(=O)N1CCC(CCCC2CCN(S(=O)(=O)N(C)C)CC2)CC1
→ 0.9	0.9	-7.8	1.9	1.1	2.0	-0.7	5.0	5.5
> Cc1c(Cl)cccc1NC(=O)CCC(=O)NNC(=O)c1ccco1
→ -1.6	1.0	2.6	2.6	-3.1	-3.1	-1.1	3.2	5.7
> O=C(Nc1ccc(Cl)c(Cl)c1)Nc1nnc(CC2=CCCCC2)s1
→ -0.1	-5.5	-3.5	-1.4	-4.6	-0.4	-1.6	-2.5	-0.8
> O=C(N/N=C/c1ccccc1O)C1(O)c2ccccc2-c2ccccc21
→ -1.7	-1.0	3.9	5.0	-2.2	-2.0	-1.4	3.4	-0.8
> Cc1ccccc1Oc1ccc(Oc2ccccc2C)nn1
→ 0.9	-0.9	8.5	3.4	2.4	3.7	-0.1	0.6	3.0
> C=CC[C@@H](CC(=O)NCCO)C(=O)N[C@H](COC(=O)[C@H](CC=C)CC(=O)OC(C)(C)C)Cc1c[nH]c2ccccc12
→ 2.9	1.6	·	-2.9	-0.2	·	·	·	0.2
> Cn1c(C(=O)N2CCCC(C(=O)c3ccc(C(F)(F)F)cc3)C2)cc(=O)n(C)c1=O (stereo not given)
→ 7.9	0.8	-0.5	-3.0	2.8	-0.2	2.5	3.3	3.8
> Cc1nc(CNS(=O)(=O)c2ccc3ccccc3c2)cs1
→ 4.3	6.0	-0.5	0.7	-1.2	0.2	0.2	6.0	2.0
> COc1cc(NC(=O)C2CCCN(S(=O)(=O)c3ccc4c(c3)CCCN4C(C)=O)C2)cc(OC)c1 (stereo not given)
→ 4.6	-1.0	2.2	0.6	4.5	0.1	-10.0	-4.9	30.3*
> O=C(N/N=C/c1cccc(O)c1)c1ccc2c(c1)OCCO2
→ 1.7	1.1	4.4	-4.8	0.1	2.1	-10.0	2.2	-0.6
> O=c1ccc2ccc(OCCOc3cccc(Cl)c3)cc2o1
→ 10.8	0.2	-0.3	0.9	0.0	0.3	-2.4	1.2	-0.1
> CCn1cc(C(=O)NCC2CCCO2)c(=O)c2cc(S(=O)(=O)N(C)C)ccc21 (stereo not given)
→ 4.7	4.7	-1.1	-1.3	-6.1	2.5	1.7	0.8	-2.1
> COc1cccc(N2CCN(CC(=O)Nc3nc4c(s3)CC(C)CC4)CC2)c1 (stereo not given)
→ 0.9	4.0	3.1	1.4	-3.2	-5.4	1.2	6.3	7.7
> COc1ccc(C(=O)O)cc1S(=O)(=O)NC1CCN(Cc2ccccc2)CC1
→ 8.6	4.0	·	-0.7	-1.2	·	·	·	0.6
> Cc1ccc(OCCNC(=O)CNC(=O)c2ccc(Cl)c([N+](=O)[O-])c2)cc1
→ 5.7	17.4	·	-2.0	-4.0	·	·	·	1.7
> C=CCN1C(=O)c2ccc(C(=O)N(C)CC(=O)Nc3ccccc3C(F)(F)F)cc2C1=O
→ 15.4	7.9	-5.1	0.5	-2.7	2.4	-3.8	-6.6	2.6
> CCCOC(=O)c1ccc(NC(=O)c2cc(=O)[nH]c3ccccc23)cc1
→ 0.9	2.1	-8.7	-3.7	-4.4	-4.3	-12.8	19.9	-1.7
> CCOc1ccc(NC(=O)c2ccccc2OC)cc1
→ 6.5	1.0	0.3	-9.0	0.1	-2.0	0.4	-0.3	5.2
> C[C@H](CO)N1C[C@H](C)[C@@H](CN(C)CC2CCCCC2)Oc2ccc(NS(C)(=O)=O)cc2C1=O
→ 2.0	-1.3	·	1.5	-2.0	·	·	·	2.1
> CCCC(c1nnnn1Cc1ccc(F)cc1)N1CCN(CC)CC1 (stereo not given)
→ -0.2	3.6	-11.0	0.1	-3.4	-0.5	-1.7	-2.4	-10.8
> CCOC(=O)N1CCc2c(sc3c2c(=O)n(Cc2ccccc2)c(=O)n3Cc2ccc(C)cc2)C1
→ 2.2	6.7	7.2	6.8	-1.8	-0.6	3.5	4.3	4.5
> O=C(O)c1c(-c2ccccc2)c2oc3ccccc3c2[nH]c1=O
→ -0.7	2.0	10.4	-2.5	0.1	-2.0	-7.5	-2.2	-2.6
> CCCCNC(=O)C1CCN(S(=O)(=O)N2CCOCC2)CC1
→ -6.7	4.1	12.2	-8.6	-1.9	-1.1	-7.4	-6.4	6.4
> COc1ccccc1N(CCC#N)C(=O)CSc1nnc2ccccn12
→ -2.6	4.5	·	-4.2	-0.3	-2.4	-8.4	-5.6	-6.9

(more compounds)
Below each SMILES – PAFAH1B3 FP inh	PAFAH1B2 FP inh	GSTO1 inh	PAFAH2 FP inh	PAD4 inh	LYPLA1 counter	PME-1 inh	LYPLA2 inh	pPAFAH inh
> COCCN(C(C)=O)c1nnc(-c2ccccn2)s1
→ 2.1	2.4	-1.8	-5.3	-1.6	0.5	-1.2	3.5	4.0
> CC(=O)Nc1ccc(S(=O)(=O)Nc2ccc(N3CCOCC3)c(F)c2)cc1
→ 1.6	-3.2	16.3	6.3	-4.2	1.8	4.1	4.8	5.3
> Cc1ccc(NC(=O)CSc2ccc(-c3ccc4c(c3)OCO4)nn2)cc1F
→ 5.6	-2.0	0.4	-3.7	0.9	0.9	-1.7	5.1	-1.4
> CCN(CC)c1ccc(/C=N/NC(=O)c2c[nH]c3ccccc23)cc1
→ 24.0	12.0	-5.7	-3.0	-5.3	2.4	20.4	0.4	6.7
> c1coc(-c2ccnc(-n3cccc3)n2)c1
→ -1.5	-1.2	6.5	1.4	1.4	3.1	-0.1	9.8	1.8
> CCOC(=O)CC(NC(=O)c1cccc2c1C(=O)N(Cc1cccnc1)C2)c1ccc(OC(C)C)cc1 (stereo not given)
→ 10.1	-1.0	9.6	3.2	5.7	-2.9	-8.8	0.5	-1.6
> CCC(C(=O)OCc1csc(CC(=O)Nc2ccccc2C)n1)c1ccccc1 (stereo not given)
→ 0.6	6.2	·	3.4	-3.6	-5.9	-7.4	-7.9	0.8
> O=C(c1ccc(=O)oc1)N1CCOCC1
→ 3.0	3.5	14.3	2.8	-2.5	0.6	-6.3	4.6	15.1
> Cc1ccc(C(=O)Cn2nnc3ccccc32)cc1C
→ 9.1	-6.7	-3.8	2.9	2.4	0.6	1.7	10.3	2.7
> COc1ccc(C(=O)NC2CCCc3ccccc32)cc1 (stereo not given)
→ 10.4	-2.1	1.7	-0.7	-4.5	-1.3	-0.1	-1.5	3.9
> O=C(/C=C/c1cccc(C(F)(F)F)c1)Nc1cccc(C(F)(F)F)c1
→ -15.4	-15.8	-5.2	-35.0	-3.8	-36.3	-79.7	-70.8	-22.6
> O=C(COC(=O)c1c(F)cccc1F)Nc1ccc2[nH]c(=O)[nH]c2c1
→ -0.1	6.0	-52.1	0.8	-4.1	0.5	1.4	-8.2	7.6
> COc1ccccc1/C=C/C=N/NC(=O)c1cc(-c2ccco2)[nH]n1
→ ·	·	-0.8	·	-6.3	-18.9	-13.2	-22.6	29.5*
